Compound activity as filed in PubChem BioAssay.
LmPK inh: LmPK (Leishmania mexicana) enzyme inhibition. hit rate 0.37% among 290,000. purified LmPK, Kinase-Glo ATP luminescence, 1 h. Potency, µM (highest dose often 57.5 µM), without a hit: top-dose activity change, negative = inhibition, usual class: inhibitors; also: potency is read from the fitted curve at half-maximal effect; % is scaled to controls: 0 for no effect and ±100 for the full control effect
Target sequence (Q27686 whole entry, looked up): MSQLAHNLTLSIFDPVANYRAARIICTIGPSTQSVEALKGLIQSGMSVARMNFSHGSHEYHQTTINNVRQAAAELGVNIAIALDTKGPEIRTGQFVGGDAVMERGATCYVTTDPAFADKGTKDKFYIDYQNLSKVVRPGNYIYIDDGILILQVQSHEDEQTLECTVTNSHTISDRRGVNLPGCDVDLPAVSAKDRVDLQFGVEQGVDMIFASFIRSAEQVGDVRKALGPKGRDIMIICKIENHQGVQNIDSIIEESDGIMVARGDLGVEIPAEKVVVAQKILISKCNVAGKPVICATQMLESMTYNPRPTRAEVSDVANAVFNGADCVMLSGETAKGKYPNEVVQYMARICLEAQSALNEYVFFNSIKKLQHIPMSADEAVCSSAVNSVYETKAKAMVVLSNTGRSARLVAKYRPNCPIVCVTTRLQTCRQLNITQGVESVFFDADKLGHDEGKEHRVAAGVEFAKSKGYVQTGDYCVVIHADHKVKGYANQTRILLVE
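Pyruvate kinase activity monitored as ATP production (luciferase luminescence). Conditions: 0.1 nM enzyme, 0.5 mM PEP, 0.1 mM ADP, 1 h, RT; normalized against uninhibited and no-enzyme wells.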
Pf growth 48h: P. falciparum growth inhibition at 48 hours (one generation). AID 504832. hit rate 5.9% among 310,000. Potency, µM (highest dose often 28.7 µM), without a hit: at the highest dose activity change, negative = inhibition, actives largely listed as inhibitors. P. falciparum luciferase growth in erythrocytes, 48 h; also: potency is read from the fitted curve at half-maximal effect; % is scaled to controls: 0 for no effect and ±100 for the full control effect
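Luciferase-expressing P. falciparum in infected erythrocytes (2% hematocrit, 0.1% parasitemia final) in RPMI 1640/0.5% Albumax were exposed to compound for 48 hours at 37 C, 5% CO2; growth read as luminescence.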
Cycloheximide cs: affects cycloheximide protein synthesis inhibition readout, counter-screen; max response, %; hit rate 12% among 300,000; cell reporter, cycloheximide protein synthesis inhibition counterscreen; in the data active = max response mostly above about 13%, no sharp cut-off; inactive = mostly below about 14%; also: read at 38.3 µM for the half of the compounds with a filed dose; 0% is about no effect
Pf growth 96h: P. falciparum growth inhibition at 96 hour, primary screen for plastid delayed-death inhibitors; Potency, µM (highest dose often 28.7 µM), inactives show top-dose activity change, negative = inhibition, most hits filed as inhibitors; hit rate 6.9% among 320,000; AID 504834; P. falciparum luciferase reporter growth, 96 h; also: potency is read from the fitted curve at half-maximal effect; % is scaled to controls: 0 for no effect and ±100 for the full control effect
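Luminescence readout: decreased luciferase signal marks inhibited growth of reporter-expressing P. falciparum in infected red cells (2% hematocrit, 0.05% parasitemia final), exposed to compound two generations (96 h, 37 C, 5% CO2).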
Shiga inhibitor: blocks Shiga toxin action in Vero cells | Vero cells, Shiga toxin protein synthesis inhibition reporter | inhibition, % at 38.7 µM | hit rate 9.2% among 290,000 | AID 2315; in the data active = inhibition mostly above about 28%, no sharp cut-off; inactive = mostly below about 43%; also: 0% is about no effect
AmpC no deterg: blocks E. coli AmpC beta-lactamase in detergent-free assay | P00811 | AmpC nitrocefin hydrolysis, absorbance 480 nm, 0.0001% Triton | Potency, µM (top dose mostly 57.1 µM), for the others: at the highest dose activity change, negative = inhibition, actives largely listed as inhibitors | hit rate 0.52% among 330,000 | AID 485341;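 also: potency is read from the fitted curve at half-maximal effect; plate controls were no compound for no effect and no enzyme for full effect; nearly all actives have a fitted effect of over 20% in size; some results filed as inactive show a strong effect at the top dose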
Target sequence (P00811 whole entry, looked up): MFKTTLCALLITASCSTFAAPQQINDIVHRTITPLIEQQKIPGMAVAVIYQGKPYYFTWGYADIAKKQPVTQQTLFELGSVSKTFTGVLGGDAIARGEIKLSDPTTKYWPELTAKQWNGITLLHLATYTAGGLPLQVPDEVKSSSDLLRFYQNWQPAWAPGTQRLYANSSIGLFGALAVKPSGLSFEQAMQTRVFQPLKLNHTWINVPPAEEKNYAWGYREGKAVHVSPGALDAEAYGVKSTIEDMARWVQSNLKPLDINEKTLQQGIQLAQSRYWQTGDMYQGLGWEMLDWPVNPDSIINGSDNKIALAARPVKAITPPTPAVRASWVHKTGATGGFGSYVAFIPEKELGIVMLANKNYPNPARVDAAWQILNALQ
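AmpC (5.3 nM in the dispensed reagent) in 20 mM phosphate pH 7.0 with 0.01% (detergent screen) or 0.0001% Triton X-100 was preincubated with compounds for 15 min at room temperature. Nitrocefin was then added from an 800 uM solution, and hydrolysis was followed at 480 nm.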
Tb PYK inh: blocks Trypanosoma brucei pyruvate kinase | Q57TT1 | TbPYK enzyme, Kinase-Glo Plus ATP luminescence, 45 min | hit rate 0.12% among 410,000 | Potency, µM (top dose mostly 76.8 µM), for the others: at the highest dose activity, negative = inhibition, hits mostly inhibitors | AID 624173; also: potency is read from the fitted curve at half-maximal effect; % is scaled to controls: 0 for no effect and ±100 for the full control effect; nearly all actives have a fitted effect of over 50% in size
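T. brucei PYK with substrate was exposed to pin-transferred compounds across a concentration series, then started with 130 uM ADP (final). After 45 min at room temperature, Kinase-Glo Plus luminescence was read, normalized and curve-fitted.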
An asterisk follows results filed as active; ? = inconclusive; . = no result given; & = joins results of further samples; [ ] = another dose, or the depositor's remark. Unless noted, calls follow the shape of the dose curve; as a rule, active = well fitted curve in the direction sought with a large enough effect; inconclusive = small, poorly fitted or top-dose-only effect, or another doubt; inactive = no such curve, though single readings can be large; an effect the other way counts as inactive or inconclusive.

The first two records, to show the layout:
molecule	Cycloheximide cs	Pf growth 48h	Pf growth 96h	Shiga inhibitor	Tb PYK inh	LmPK inh	AmpC no deterg
CC(C)[C@H](NC(=O)c1ccco1)C(=O)NC12CC3CC(CC(C3)C1)C2	-3.0	-2.2%	-0.5%	-9.6	1.7%	-1.8%	-21.4%
Cc1c(Cl)cccc1NC(=O)CCC(=O)NNC(=O)CCC(=O)O	-2.2	-13.4%	45.9%[activator]	24.6	5.5%	-7.7%	-14.8%

Main list, repeating the preview:
molecule	Cycloheximide cs	Pf growth 48h	Pf growth 96h	Shiga inhibitor	Tb PYK inh	LmPK inh	AmpC no deterg
CC(C)[C@H](NC(=O)c1ccco1)C(=O)NC12CC3CC(CC(C3)C1)C2	-3.0	-2.2%	-0.5%	-9.6	1.7%	-1.8%	-21.4%
Cc1c(Cl)cccc1NC(=O)CCC(=O)NNC(=O)CCC(=O)O	-2.2	-13.4%	45.9%[activator]	24.6	5.5%	-7.7%	-14.8%
CC1=C(C)NC(=S)SC1	0.9	.	-3.4%	-8.1	-0.7%	5.5%	-29.2%
NC(C(=O)O)c1ccc(O)cc1 (stereo not drawn)	.	6.6%	4.9%	.	5.2%	.	.
CCOC(=O)[C@H]1[C@H]2COc3cc(OC)ccc3[C@@H]2N2C(=O)N(c3ccc(Br)cc3)C(=O)[C@@]12C	-2.7	?	11.7µM*	-9.3	-1.9%	0.3%	6.5%
Cc1ccc(S(=O)(=O)NCc2ccc3c(c2)OCO3)cc1C	0.8	-10.9%	47.4%[activator]	-0.8	1.5%	1.5%	-28.2%
CNc1oc(-c2ccc(C)cc2)nc1P(=O)(c1ccccc1)c1ccccc1	7.0	0.117µM*	14.7µM*	-9.3	-3.6%	2.2%	68.7%[activator]
CCSc1nc2sc3c(c2c(=O)[nH]1)CCc1ccccc1-3	-4.3	17.0%	65.1%[activator]	0.8	-21.1%	4.3%	-25.0%
CC(C)OC(=O)c1c(NC(=O)c2ccco2)sc2c1CCCCC2	13.0	.	20.0%	-3.3	-10.8%	4.2%	-9.9%
Cc1c(NS(=O)(=O)c2cccc(C(=O)Nc3cccc(F)c3)c2)c(=O)n(-c2ccccc2)n1C	.	-14.1%	-9.6%	.	4.9%	.	-33.2%
Cc1cccc(NC(=O)CCn2nc(C)cc2C)c1	11.9	-3.2%	?	-18.7	0.3%	-1.1%	4.8%
O=C(COc1ccc(Cl)cc1)OCC(=O)N1CCCCCC1	-5.6	-1.8%	-13.1%	-14.2	-10.1%	0.1%	5.9%
O=[N+]([O-])c1ccc(N/N=C/c2ccccc2)c(F)c1	74.4*	166.3%[activator]	273.3%[activator]	63.3*	3.2%	2.0%	-24.6%
CCCCCCn1c(=O)c(C(=O)Nc2cccc(C)n2)c(O)c2ccccc21	-2.2	?	313.7%[activator]	.	-0.5%	-1.7%	-14.1%
COc1ccc(C(=O)c2cc(C(C)=O)c(Nc3ccccc3)s2)cc1	-1.0	-10.8%	?	16.2	-18.8%	-0.6%	-3.7%
COc1cccc(N2CC(C(=O)Nc3c(C(N)=O)oc4ccccc34)CC2=O)c1 (stereo not drawn)	.	?	-5.5%	.	-7.1%	.	-1.9%
CCC(C)Oc1ccc(C(=O)Nc2ccc(CN3CCOCC3)cc2)cc1 (stereo not drawn)	-3.0	?	?	-3.3	1.6%	0.4%	79.6%[activator]
COc1ccc(CNC(=O)c2nnn(CC(=O)Nc3cc(C)cc(C)c3)c2N)cc1	-2.2	12.5%	?	-9.1	0.0%&-3.9%	-3.4%	-26.2%
Cc1cc(NC(=O)CCC(=O)N(c2ccccc2)C(C(=O)NC2CCCC2)c2cccs2)no1 (stereo not drawn)	-2.2	?	.	-10.9	-1.9%	0.6%	-16.3%
CC([C@H](O)c1ccccc1)N(C)C (stereo partly drawn)	.	?	?	.	-5.4%	.	.
COc1ccc(N(CC(O)Cn2c(C)nc3ccccc32)S(=O)(=O)c2ccccc2)cc1 (stereo not drawn)	2.8	?	?	2.2	16.7%	2.3%	3.8%
Cc1ccc(-c2c(C(=O)NC(C)C)oc(=O)c3ccccc23)cc1	2.0	-5.9%	?	-11.4	-12.9%	0.2%	21.1%
CC(=O)Oc1ccc(-c2nc3cc(Cl)ccc3c(=O)o2)cc1	-2.0	-7.8%	-0.3%	-15.0	4.7%	-5.9%	-15.3%
CC1CCN(S(=O)(=O)c2cccc(C(=O)NC3CCCC3)c2)CC1	1.6	13.2%	17.9%	-8.8	-8.0%	9.5%	-29.8%
O=C(CNC(=O)c1ccc(Cl)cc1Cl)OCC(=O)N1CCCC1	.	11.0%	6.9%	.	4.5%	.	-15.0%
O=C(CSc1nc2ccccc2c(=O)n1CC1CCCO1)NCCc1ccccc1 (stereo not drawn)	-1.5	-13.2%	?	-11.7	-23.0%	0.8%	28.5%
O=C(CCC(=O)N1CCN(S(=O)(=O)c2ccc3ccccc3c2)CC1)NCC(F)(F)F	-1.6	3.6%	2.2%	-10.5	-13.1%	-3.1%	124.7%[activator]
O=C(CCNC(=O)c1ccc(Br)o1)NCc1ccccn1	-2.5	0.3%	22.1%	-1.8	-8.5%	-1.3%	-11.6%
CSc1oc(-c2ccco2)nc1S(=O)(=O)c1ccccc1	1.0	.	0.9%	25.6	-6.8%	21.4%	-26.7%
Cc1ccc2nc(SCC(=O)O)nc(C)c2c1	-1.7	18.5%	-6.0%	-20.8	-3.6%	?	-18.3%
CC1(C)CC(=O)N(CC(=O)O)c2ccccc2S1(=O)=O	2.6	.	?	30.3	-1.7%	9.8%	-14.9%
Cc1cc2cc(C)c(NCCNC(=O)c3cccc(F)c3)nc2cc1C	-1.3	?	0.0%	-11.2	-1.7%	-1.7%	149.6%[activator]
COc1ccc2oc3cc(C)[n+]([O-])c(-c4ccc(Br)cc4)c3c2c1	-5.6	-5.7%	?	-1.9	3.9%	4.0%	-26.5%
CCOc1ccc(NC(=O)CN(C)C(=O)C2CSC3(C)CCC(=O)N23)cc1OCC (stereo not drawn)	.	?	?	.	-1.0%	.	-9.6%
Cc1cc(C)c(NC(=O)CNC(=O)CSc2nnc(N)s2)c(C)c1	.	-22.9%	16.9%	.	2.5%	.	-3.1%
COc1ccc(N/C=C\C(=O)c2ccc3c(c2)OCO3)cc1	63.2*	288.8%[activator]	.	87.7*	1.8%	-23.5%	-28.9%
COc1ccc(/C(C)=N/Nc2nncc3ccccc23)cc1	27.1*	174.9%[activator]	312.1%[activator]	62.6*	-0.7%	-15.5%	-24.9%
CCOC(=O)c1cc(-c2ccc3c(c2)OCO3)nc2onc(C)c12	-3.0	2.2%	?	-3.9	0.0%	5.2%	-17.8%
O=S(=O)(Cc1ccccc1)N1CCN(c2ncccn2)CC1	-2.5	39.4%[activator]	8.7%	8.1	0.5%	-3.3%	-6.0%
CCOC(=O)N1CCN(CC(O)COCc2cc(OC)c(OC)c(OC)c2)CC1 (stereo not drawn)	0.9	-3.9%	7.6%	-7.6	-15.4%	1.1%	-5.3%
Cc1cc(C)n(-c2nc(NCCCN(C)C)c3c4c(sc3n2)CCCC4)n1	-1.6	11.7µM*	-6.9%	-11.2	-0.5%	0.1%	28.1%
CNc1ccccc1C(=O)OCC(=O)N1CCN(c2ccc(OC)cc2)CC1	-0.8	-17.7%	4.8%	7.1	3.5%	-6.4%	72.2%[activator]
CCN(CC(=O)Nc1ccc(NC(C)=O)cc1)C(=O)c1ccc(C(=O)c2ccccc2)cc1	.	?	?	.	-4.6%	.	-3.7%
C#CCOCCOCCOCCNc1nc(N2CCN(C(=O)[C@H](CCCCN)n3cc(CCCC)nn3)CC2)nc(N2CCN(C(=O)[C@H](CCCCN)n3cc(CCC(=O)O)nn3)CC2)n1	.	?	60.5%[activator]	.	0.5%	.	222.9%[activator]
Fc1cccc(Cl)c1/C=C/c1cnc2ccccc2n1	48.5*	.	27.6%	75.5*	?	-18.3%	-18.6%
CNC(=S)N(Cc1ccc2c(c1)OCO2)C1CC(=O)N(c2ccc(F)cc2)C1=O (stereo not drawn)	6.5	-13.3%	?	-5.5	2.3%	2.8%	-17.4%
COc1ccc(-c2[nH]ncc2CNC(C)Cc2cccc(C)n2)cc1F (stereo not drawn)	-0.9	-4.0%	-2.2%	-0.7	-6.6%	0.6%	-15.8%
O=C(CNC(=S)N(Cc1ccccc1)Cc1cccnc1)NC1CC1	-3.4	-11.7%	78.6%[activator]	-8.9	-8.0%	-0.3%	-4.0%
O=C(c1cc(-c2ccccc2)nc2ccccc12)N1CCOCC1	-5.8	0.0%	?	-11.1	1.8%	8.7%	29.3%
O=C(Nc1ccccc1C(=O)NC1CCCC1)NC1CCCC1	6.8	15.2%	-17.1%	-8.7	0.0%	2.1%	-14.5%

Continued.
molecule	Cycloheximide cs	Pf growth 48h	Pf growth 96h	Shiga inhibitor	Tb PYK inh	LmPK inh	AmpC no deterg
CCCC(C)NC(=S)NC(=O)c1cc(S(=O)(=O)N2CCOCC2)ccc1C (stereo not drawn)	-3.7	?	?	23.1	-14.7%	0.1%	78.1%[activator]
N#Cc1ccc(NC(=S)NC(=O)CCc2ccc(S(=O)(=O)N3CCOCC3)cc2)cc1	-3.1	15.5%[5.75 µM]	18.3%[5.75 µM]	22.0	-4.0%	1.8%	-28.4%
O=C(CCCNS(=O)(=O)c1cccs1)N1CCN(c2cccc(Cl)c2)CC1	11.1	?	?	4.1	2.3%	0.3%	32.8%
Cc1occc1C(=O)NNC(=O)c1ccc(Br)o1	-4.1	7.3%	34.5%[activator]	-10.2	-1.5%	-1.3%	-7.0%
NC(=O)Cn1c(=O)oc2ccccc21	-2.5	-18.6%	84.2%[activator]	18.3	-4.3%	4.1%	?
Cc1ccccc1NC(=O)C(Cc1ccccc1)n1cccc1 (stereo not drawn)	-0.2	-3.7%	-11.2%	18.4	-0.1%	5.8%	-26.8%
CCOC(=O)CN1C(c2ccc(O)cc2)Nc2ccc(Br)cc2C1c1ccccc1 (stereo not drawn)	-5.8	?	3.29µM*	-9.0	-6.5%	4.4%	-30.5%
CCCC(=O)N(c1ccc2oc(=O)sc2c1)S(=O)(=O)c1cccs1	1.9	24.4%	?	-15.6	?	0.1%	-19.6%
COc1ccc(Nc2nccc(-c3cccc(N)c3)n2)cc1	68.2*	102.8%[activator]	27.2%	71.0*	4.3%	0.1%	-27.4%
NC(=O)c1cc(C(=O)c2cccc(Cl)c2Cl)c[nH]1	-2.0	-10.5%	19.0%	-17.4	-1.2%	-3.5%	-28.0%
COC(=O)Nc1nn(Cc2ccccc2F)cc1Br	6.3	8.4%	31.9%[activator]	-7.8	-0.2%	-3.4%	-13.0%
NC(=O)C1CCN(C(=O)CCc2nc3ccccc3c(=O)[nH]2)CC1	-2.4	-2.1%	15.0%	-8.4	1.2%	-2.9%	-4.6%
